L3MBTL1 inh = qHTS Assay for the Inhibitors of L3MBTL1 | AlphaScreen L3MBTL1–H3K9me1 peptide binding | Potency, µM (highest dose often 57.1 µM), for inactives: at the top dose activity, negative = inhibition, usual class: inhibitors | 0.66% of 230,000 active | AID 485360, 2010; active means well fitted inhibition curve with a large enough effect; inconclusive means small, poorly fitted or top-dose-only effect; inactive means no such curve, though single readings can be large or run the other way; further: nearly all actives have a fitted effect of over 60% in size
Target sequence (Q9Y468 whole entry, looked up): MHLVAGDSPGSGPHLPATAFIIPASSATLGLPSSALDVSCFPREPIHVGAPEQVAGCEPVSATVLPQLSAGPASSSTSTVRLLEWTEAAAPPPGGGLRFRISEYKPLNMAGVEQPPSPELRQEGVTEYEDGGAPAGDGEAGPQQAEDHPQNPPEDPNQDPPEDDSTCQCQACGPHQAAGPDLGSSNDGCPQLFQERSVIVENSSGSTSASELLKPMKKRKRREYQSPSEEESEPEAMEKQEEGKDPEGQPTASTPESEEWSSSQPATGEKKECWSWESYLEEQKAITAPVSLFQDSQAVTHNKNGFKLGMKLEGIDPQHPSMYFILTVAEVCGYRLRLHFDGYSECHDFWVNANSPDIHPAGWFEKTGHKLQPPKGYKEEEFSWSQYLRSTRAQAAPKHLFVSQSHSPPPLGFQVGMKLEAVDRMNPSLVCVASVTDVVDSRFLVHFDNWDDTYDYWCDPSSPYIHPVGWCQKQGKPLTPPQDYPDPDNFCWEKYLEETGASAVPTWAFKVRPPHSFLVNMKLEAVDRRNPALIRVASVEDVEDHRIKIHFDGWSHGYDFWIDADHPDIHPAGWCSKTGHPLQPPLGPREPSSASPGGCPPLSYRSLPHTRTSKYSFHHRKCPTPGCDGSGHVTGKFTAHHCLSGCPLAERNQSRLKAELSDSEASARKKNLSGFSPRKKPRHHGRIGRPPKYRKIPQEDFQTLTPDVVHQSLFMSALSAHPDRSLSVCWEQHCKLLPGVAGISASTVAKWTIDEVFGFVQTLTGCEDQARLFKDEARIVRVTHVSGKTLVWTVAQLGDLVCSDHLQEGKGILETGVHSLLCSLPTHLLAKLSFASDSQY
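Displacement of a biotinylated histone H3(1-15) peptide monomethylated at Lys9 (75 nM) from L3MBTL1 (50 nM) was measured by AlphaScreen after a 30 min room-temperature compound incubation; cefsulodin titration served as intraplate control.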
The depositor's hits bear a star; ? = inconclusive; [ ] = another dose, or the depositor's remark. On the % scale 0 is the no-effect control and ±100 the full control effect; potency means the concentration at half of the fitted maximal effect.

SMILES	L3MBTL1 inh
COc1ccccc1C(=O)COC(=O)C(CCSC)NC(=O)COc1ccccc1 (stereo not drawn)	-6%
CC(=O)Nc1ccc(S(=O)(=O)NNC(=O)c2cccc([N+](=O)[O-])c2)cc1	4%
CCOC(=O)[C@H]1[C@H]2COc3ccc(Br)cc3[C@@H]2N2C(=O)CN(Cc3ccc(F)cc3)C(=O)[C@@]12C	-3%
COc1cc(CN2CCc3c([nH]c4ccccc34)C2)cc(OC)c1	-7%
CCOC(=O)C1=C(COC(=O)[C@H](C)NS(=O)(=O)c2ccccc2F)NC(=O)NC1C (stereo partly drawn)	0%
COC(=O)c1sccc1NC(=O)c1ccc(C(C)C)cc1	31%[activator]
O=C(Nc1cc(Br)c(O)c(Br)c1)c1cccc(NC(=O)c2ccco2)c1	-10%
COc1ccccc1NS(=O)(=O)c1cc(C(=O)NCC(c2ccco2)N2CCCCC2)ccc1C (stereo not drawn)	-11%
CC(C)NC(=O)c1ccc(NC(=O)CC2SC(N3CCCC3)=NC2=O)cc1 (stereo not drawn)	4%
Cc1ccc(S(=O)(=O)N2CCN(CC(=O)NCC3(N4CCOCC4)CCCCC3)CC2)cc1	1%
COc1cccc(CC(=O)OCC(=O)c2cc(OC)c(OC)c(OC)c2)c1	10%
CCOc1ccc(OCCC(=O)Nc2cccc(S(=O)(=O)N3CCCC3)c2)cc1	-7%
CCOC(=O)C#CC(CCc1ccccc1)OS(N)(=O)=O (stereo not drawn)	3%
C#CCOCCOCCOCCNc1nc(N2CCN(C(=O)[C@H](CCCCN)n3cc(CCC(=O)O)nn3)CC2)nc(N2CCN(C(=O)[C@H](CCCCN)n3cc(CC(C)O)nn3)CC2)n1 (stereo partly drawn)	6%
CCN(CC(=O)Nc1ccc2c(c1)OCCO2)C(=O)CSCC(=O)Nc1ccc(C)cc1	0%
Cc1cccc(NC(=O)C2CCCN2C(=O)OCc2ccccc2)c1 (stereo not drawn)	-2%
CC(=O)Nc1ccc(NC(=O)COC(=O)c2ccccc2C(=O)c2ccccc2)cc1	21%
Cc1ccc([C@@H]2CC=C(C(=O)O)[C@H](c3cccc(Cl)c3)N2S(=O)(=O)c2ccc(C)cc2)cc1	11%
Cc1ccc(-c2csc(NC(=O)c3c(C)noc3C)n2)cc1	5%
COc1ccc(NC(=O)CSc2nnc(-c3cccnc3)o2)c(OC)c1	4%
Cc1ccc(C(=O)Nc2ccccc2-c2ccccc2)cc1S(=O)(=O)Nc1ccccc1	-6%
Cc1ccc(OCC(=O)OCc2nc3scc(-c4ccccc4)c3c(=O)[nH]2)cc1C	7%
O=C(c1ccc(S(=O)(=O)Nc2ccccc2F)cc1)N1CCN(c2ccccn2)CC1	-6%
CCc1ccc(N2CCN(CCNC(=O)Nc3ccc(OC)cc3)CC2)cc1	2%[2.29 µM]
COc1ccccc1C(=O)NC(=O)COC(=O)C1CCC1	7%

Other structures follow:
SMILES	L3MBTL1 inh
COc1ccc(S(=O)(=O)Nc2cccc3c2O[C@H](CN(C)Cc2ccccc2)[C@@H](C)CN([C@H](C)CO)C3=O)cc1	-1%
CN(C(=O)c1ccc(N2CCCCC2)c([N+](=O)[O-])c1)C1CCS(=O)(=O)C1 (stereo not drawn)	-10%
COc1ccccc1CN1Cc2cccc3c2[C@@H](CC1=O)[C@H](O)[C@H](O)C3	5%
C[C@]12C(=O)N(c3ccc(Br)cc3)C(=O)N1[C@@H]1c3ccccc3OC[C@@H]1[C@H]2c1ccccc1	-3%
Cc1ccc(C(=O)C(C)OC(=O)C2CCN(c3ccc(C(F)(F)F)cn3)CC2)cc1C (stereo not drawn)	6%
C=CC[C@H](CC(=O)N(CCO)Cc1ccccc1)C(=O)N[C@H](C)COC(=O)[C@@H](CC=C)Cc1ccc(F)cc1	-2%
COc1cccc(OC)c1C1=CC(=O)C[C@H](c2ccc3c(c2)OCO3)C1	-21%
Cc1noc(C)c1NC(=O)Nc1cccc2c1O[C@H](CN(C)C(=O)Nc1ccc(C(F)(F)F)cc1)[C@@H](C)CN([C@H](C)CO)C2=O	-3%
O=C(COC(=O)c1ccc(Br)o1)NCc1ccc2c(c1)OCO2	-5%
Cc1ccc(NC(=O)c2ccc(Cl)c(S(=O)(=O)N3CCCC3)c2)nc1	4%
CC(=O)Nc1ccc(S(=O)(=O)N[C@@H](C)C(=O)N(C)Cc2cccs2)cc1	3%
CCCCCn1nc(C(=O)N(CC(C)C)c2c(N)n(CCCC)c(=O)[nH]c2=O)c2ccccc2c1=O	2%
CCc1ccc(CNC(=O)CCC(=O)n2ncc3cc(C)ccc32)cc1	-4%
CN1C(=O)C(=O)/C(=C(/O)c2ccc(Br)cc2)C1c1cccc([N+](=O)[O-])c1 (stereo not drawn)	-2%
CCc1ccc(C(C)NC(=O)COC(=O)c2ccc(-n3cnnn3)cc2)cc1 (stereo not drawn)	2%
CCOc1ccc(CN(C)C(=O)CNC(=O)c2sc3ccccc3c2Cl)cc1	4%
CN1C(=O)C(C)(C)c2cc(S(=O)(=O)N3CCCC(C(=O)Nc4ccc(Cl)cc4)C3)ccc21 (stereo not drawn)	1%
CCOC(=O)c1c(NC(=O)COC(=O)C2CCC2)sc(C(=O)N(C)C)c1C	4%
CCOC(=O)C1(CCOc2ccccc2)CCN(Cc2cccc(OCCO)c2)CC1	0%[2.29 µM]
CCN(CC)c1ccc(/C=C2\SC(N)=NC2=O)cc1	-4%
CCOc1ccc(C(=O)COC(=O)Cn2cnc3c2c(=O)n(C)c(=O)n3C)cc1	0%
O=C(CSc1nnc(NC(=O)c2c(F)cccc2F)s1)NCC1CCCO1 (stereo not drawn)	-1%
O=S(=O)(NC1CCC(NS(=O)(=O)c2c(F)cccc2F)CC1)c1ccc2c(c1)OCCO2 (stereo not drawn)	-11%
CCC(C(=O)OC)n1cnc2c(nnn2-c2ccc(F)cc2)c1=O (stereo not drawn)	4%
CC(C)C[C@H](NC(=O)c1[nH]cnc1C(=O)N[C@@H](Cc1ccccc1)C(=O)OCc1ccccc1)C(=O)OC(C)(C)C	-5%

Going on with the list.
SMILES	L3MBTL1 inh
CC(=O)CC[C@@H](C)O[C@@H]1OC(C)[C@H](O)CC1O (stereo partly drawn)	8%
CCN(CC)S(=O)(=O)c1cccc(C(=O)N2CCCc3ccccc32)c1	-6%
COc1ccc(CCN=Cc2ccc(O)cc2)cc1OC	1%
O=C1C=C(c2ccc(C(=O)O)cc2)C[C@@H](c2ccc3c(c2)OCO3)C1	?
Clc1ccc(N2CCN(Cc3ccco3)CC2)cc1	-1%
Cc1cnc(C(=O)OCC(=O)c2ccc(Br)s2)cn1	5%
COc1ccc(CSC2=NCCN2)cc1Br	4%
CCCC(=O)Nc1ncnc2c1ncn2[C@@H]1O[C@@H]2OP(=O)(O)OC[C@H]2[C@H]1OC(=O)CCC	5%
Cc1nn(C)c(C)c1NC(=O)COc1ccccc1C#N	7%
Cc1ccc(S(=O)(=O)N(C)C)cc1NC(=O)COC(=O)CN1C(=O)c2ccccc2C1=O	1%
O=C(CN1CCOCC1)Nc1ccc(Cl)c(Cl)c1	3%
COCCn1c(C)cc(/C=C(\C#N)C(=O)OCC(=O)N(C)c2c(N)n(Cc3ccccc3)c(=O)[nH]c2=O)c1C	-2%
O=C(CSc1ccccc1F)NCCN1C(=O)CSC1=O	1%
Cn1c(N)c(C(=O)COC(=O)/C=C/c2cccc(Cl)c2)c(=O)n(C)c1=O	4%
Cc1cccc(C)c1NS(=O)(=O)c1cc2c3c(c1)CCN3C(=O)CC2	0%
COCCN(C(=O)COc1ccccc1C#N)c1c(N)n(Cc2ccccc2)c(=O)[nH]c1=O	1%
CC(=O)NC(c1cccs1)c1cc(Br)c2cccnc2c1O (stereo not drawn)	?
OCC1(Cc2ccc(F)cc2F)CCCN(Cc2ccc(Cl)cc2)C1 (stereo not drawn)	0%
CC1CCCN(C(=O)c2cc(S(=O)(=O)N3CCCCC3)c[nH]2)C1 (stereo not drawn)	11%
FC(F)(F)C1=Nc2cccc3cccc(c23)N1	2.5µM*
COC(=O)C1=C(C)N(Cc2ccccc2)C(=NCC2CC2)N[C@H]1c1ccccc1	-4%
CCN(C(=O)CSc1nc(C)nc2sc3c(c12)CCC3)C1CCS(=O)(=O)C1 (stereo not drawn)	-5%
S=c1[nH]nc(COc2ccc(Cl)cc2Cl)n1-c1ccccc1	1%
Cc1ccc(-c2cc(-c3ccccc3)no2)cc1	10%
COc1ccc([C@H]2CC(=O)C=C(c3ccc4ccccc4c3)C2)cc1OC	-10%

The results go on.
SMILES	L3MBTL1 inh
O=C(Nc1cc(Cl)ccc1-n1cncn1)c1ccccc1OC(F)F	5%
O=C1C(Cc2ccccc2)Nc2ncnc(N3CCN(c4ccccc4)CC3)c2N1Cc1ccc(Br)cc1 (stereo not drawn)	-8%
COc1ccc(S(=O)(=O)N2CCCCCC2)cc1C(=O)N(C)Cc1c(F)cccc1Cl	-2%
COc1ccc(SC[C@H](Cc2ccccc2)N2CC[C@@H](NC(=O)OCc3ccccc3)CCC2=O)cc1	-2%
FC(F)C(F)(F)Oc1cccc(-c2n[nH]c(=S)n2Cc2ccccc2)c1	-10%
CC(NC(=O)CN(C)CC(=O)Nc1cccc(F)c1)c1ccccc1 (stereo not drawn)	3%
CC1=C([N+](=O)[O-])C(c2ccc(Cl)cc2)NC(=O)N1 (stereo not drawn)	-4%
CC(=O)Oc1ccc(C(=O)Nc2ccccc2C(=O)Nc2ccc(C(=O)O)cc2)cc1	7%
CC(C)(C)NC(=O)C[C@H]1C[C@H](C(=O)N2CCCCC2)[C@@]2(C)c3[nH]c4cc(-c5ccco5)ccc4c3CCN2C1=O	-1%
Cc1ccc(NC(=O)CN(C)C(=O)c2ccc(NS(=O)(=O)c3cccc([N+](=O)[O-])c3)cc2)cc1	2%
CC(C)(C)N(Cc1ccccc1)C(=O)COC(=O)CCN1C(=O)C2CC=CCC2C1=O (stereo not drawn)	-2%
COc1cccc(C2=CC(=O)C[C@H](c3ccc(F)cc3)C2)c1	14%
O=C(CCCCCBr)N1CCC(CC2CC(c3ccc(Cl)cc3)=NO2)(C(=O)NCC2CCCCC2)CC1 (stereo not drawn)	-10%
CCCNC(=O)C(Cc1ccccc1F)NC(=O)c1ccccn1 (stereo not drawn)	-7%
CN(c1ccccc1)S(=O)(=O)c1ccc2[nH]c(=O)[nH]c2c1	1%
Cc1ccc(NC(=O)COC(=O)CC2CCCC2)cc1F	?
O=[N+]([O-])c1cc([N+](=O)[O-])c(Oc2cc(F)cc(F)c2F)cc1NN1CCCCC1	-2%
Cc1ccc(/C=C/C(=O)Nc2cc(S(=O)(=O)N3CCOCC3)ccc2N2CCOCC2)cc1	-2%
CC(Sc1nnc(C2CC2)n1C1CC1)C(=O)NCc1cccs1 (stereo not drawn)	5%
CCOc1ccc(NC(=O)c2cc3ccccc3cc2OC)cc1	8%
Nc1ccccc1C(=O)N1CCC(O)(c2ccc(Cl)cc2)CC1	-5%
CCOC(=O)c1ccccc1NC(=O)Cc1ccc(S(=O)(=O)N2CCCC2)s1	-11%
COC(=O)[C@]1(CC(C)C)N[C@H](c2ccc(SC3CCCCC3)c(OC)c2)[C@@H]2C(=O)N(C)C(=O)[C@@H]21	?
COc1ccc(CN(C(=O)CN2C(=O)NC3(CCC(C)CC3)C2=O)C(C)Cc2cccs2)cc1 (stereo not drawn)	-9%
COc1ccc(NC(=O)CN(C)CC(=O)NCC(=O)Nc2ccc(F)cc2)cc1	4%
Cc1ccc2oc(C(=O)N3CCN(C)C[C@@H]3C(C)C)c(C)c2c1	-2%
O=C(NCCC(=O)N1CCN(c2ccccn2)CC1)c1ccc(Cl)cc1	2%
Cn1cncc1C#Cc1ccc2cc(C3(O)CCCCC3)oc(=O)c2c1	-1%
COc1ccc(CNC(=O)c2cccc(S(=O)(=O)N3CCN(c4ccc(F)cc4)CC3)c2)cc1	-10%
COc1ccccc1OCC(=O)Nc1c2c(nn1-c1ccc(C)cc1)CS(=O)(=O)C2	3%

Shown comma-delimited: 15 of the compounds above.
molecule,L3MBTL1 inh
O=C(Nc1cc(Cl)ccc1-n1cncn1)c1ccccc1OC(F)F,5%
O=C1C(Cc2ccccc2)Nc2ncnc(N3CCN(c4ccccc4)CC3)c2N1Cc1ccc(Br)cc1 (stereo not drawn),-8%
COc1ccc(S(=O)(=O)N2CCCCCC2)cc1C(=O)N(C)Cc1c(F)cccc1Cl,-2%
COc1ccc(SC[C@H](Cc2ccccc2)N2CC[C@@H](NC(=O)OCc3ccccc3)CCC2=O)cc1,-2%
FC(F)C(F)(F)Oc1cccc(-c2n[nH]c(=S)n2Cc2ccccc2)c1,-10%
CC(NC(=O)CN(C)CC(=O)Nc1cccc(F)c1)c1ccccc1 (stereo not drawn),3%
CC1=C([N+](=O)[O-])C(c2ccc(Cl)cc2)NC(=O)N1 (stereo not drawn),-4%
CC(=O)Oc1ccc(C(=O)Nc2ccccc2C(=O)Nc2ccc(C(=O)O)cc2)cc1,7%
CC(C)(C)NC(=O)C[C@H]1C[C@H](C(=O)N2CCCCC2)[C@@]2(C)c3[nH]c4cc(-c5ccco5)ccc4c3CCN2C1=O,-1%
Cc1ccc(NC(=O)CN(C)C(=O)c2ccc(NS(=O)(=O)c3cccc([N+](=O)[O-])c3)cc2)cc1,2%
CC(C)(C)N(Cc1ccccc1)C(=O)COC(=O)CCN1C(=O)C2CC=CCC2C1=O (stereo not drawn),-2%
COc1cccc(C2=CC(=O)C[C@H](c3ccc(F)cc3)C2)c1,14%
O=C(CCCCCBr)N1CCC(CC2CC(c3ccc(Cl)cc3)=NO2)(C(=O)NCC2CCCCC2)CC1 (stereo not drawn),-10%
CCCNC(=O)C(Cc1ccccc1F)NC(=O)c1ccccn1 (stereo not drawn),-7%
CN(c1ccccc1)S(=O)(=O)c1ccc2[nH]c(=O)[nH]c2c1,1%

A portion of the library; count on the stated rates, not on these rows.
